UGM FP inh = M. tuberculosis UGM enzyme inhibitors, primary screen, biochemical, fluorescence polarization, single point; 320,000 compounds, 0.06% hits; inhibition, % at 10 µM; purified UGM, fluorescence polarization probe displacement; UDP-galactopyranose mutase (Mycobacterium tuberculosis (strain ATCC 25618 / H37Rv)), …; in the data active = inhibition above about 10%, passing the limit was not always enough; inconclusive = no clear call, values can overlap the other calls
Target sequence (P9WIQ1 whole entry, looked up): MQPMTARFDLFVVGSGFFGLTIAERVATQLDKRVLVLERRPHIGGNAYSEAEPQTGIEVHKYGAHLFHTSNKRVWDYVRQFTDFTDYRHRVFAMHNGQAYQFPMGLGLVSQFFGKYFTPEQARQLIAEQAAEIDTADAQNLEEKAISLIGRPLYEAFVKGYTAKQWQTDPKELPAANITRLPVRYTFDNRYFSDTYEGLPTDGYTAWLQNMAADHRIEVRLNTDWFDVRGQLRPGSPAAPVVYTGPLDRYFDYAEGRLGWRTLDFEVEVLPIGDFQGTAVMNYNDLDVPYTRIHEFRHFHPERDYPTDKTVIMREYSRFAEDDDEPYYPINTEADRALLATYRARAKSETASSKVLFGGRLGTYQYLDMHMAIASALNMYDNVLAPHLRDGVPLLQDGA
Anthrax LF inh2 = Bacillus anthracis LF protease inhibitors, primary screen, biochemical, multiplex microsphere, MLPCN library; multiplex microsphere protease cleavage assay; inhibition, % at 10 µM; 360,000 compounds, 0.12% hits; AID 588501, 2011; note: plate controls were buffer without enzyme for full effect and enzyme alone for no effect
BioA inh = M. tuberculosis BioA enzyme inhibitors, primary screen, biochemical, plate reader, single point, HTS; 7,8-diaminopelargonic acid synthase BioA (Mycobacterium tuberculosis); purified M. tuberculosis BioA enzyme; inhibition, % at 9.99 µM; 360,000 compounds, 0.096% hits; in the data active = inhibition above about 40%; inconclusive = no clear call, values can overlap the other calls
PfHsp40 yeast = rescue of yeast from PfHsp40 toxicity, primary screen, S. cerevisiae, ATP luminescence | S. cerevisiae expressing PfHsp40, growth rescue | growth rescue, % at 12.5 µM | 340,000 compounds, 0.68% hits; in the data active = growth rescue above about 28%, passing the limit was not always enough; inconclusive = no clear call, values can overlap the other calls;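 note: yeast W303a lacking pdr1 and pdr3 grown in galactose medium; growth measured after three days at 30 °C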
FBA Mtb inh = Mtb FBA enzyme inhibitors, primary screen, biochemical, fluorescence, strain H37Rv; purified M. tuberculosis FBA, fluorescence read-out; inhibition, % at 1 µM; 360,000 compounds, 2.3% hits; Fructose-bisphosphate aldolase (Mycobacterium tuberculosis (strain ATCC 25618 / H37Rv)), …; in the data active = inhibition above about 27%;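 note: 0% = vehicle and 100% = reference inhibitor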
Target sequence (P9WQA3 whole entry, looked up): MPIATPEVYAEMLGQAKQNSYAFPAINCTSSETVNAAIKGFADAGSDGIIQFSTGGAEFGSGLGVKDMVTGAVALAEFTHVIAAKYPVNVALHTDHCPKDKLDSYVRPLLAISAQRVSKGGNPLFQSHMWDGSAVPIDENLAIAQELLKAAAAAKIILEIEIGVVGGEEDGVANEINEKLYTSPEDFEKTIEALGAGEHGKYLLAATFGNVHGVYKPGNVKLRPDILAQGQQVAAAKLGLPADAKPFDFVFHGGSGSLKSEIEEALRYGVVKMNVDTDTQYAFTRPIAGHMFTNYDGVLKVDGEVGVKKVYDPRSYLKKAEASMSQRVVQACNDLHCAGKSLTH
GDH-TPI inh = GDH-TPI coupling enzyme inhibitors, primary screen, artefact control for M. tuberculosis FBA inhibitor project, biochemical, absorbance, full deck; GDH-TPI coupled enzyme counterscreen, NADH absorbance; inhibition, % at 4.8 µM; 360,000 compounds, 1.2% hits; AID 588335, 2011; in the data active = inhibition above about 30%;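 note: 0% = DMSO wells and 100% = wells lacking the enzyme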
BoNT A protease = BoNT/A light chain protease inhibitors, primary screen, biochemical, flow cytometry, MLPCN library. multiplex microsphere protease substrate cleavage. inhibition, % at 10 µM. Botulinum neurotoxin type A light chain protease (Clostridium botulinum A str. ATCC 3502). AID 588499, 2011. 360,000 compounds, 0.17% hits; note: plate controls were buffer without enzyme for full effect and enzyme alone for no effect
FadD28 FP inh = inhibitors of FadD28 bisubstrate probe binding, primary screen, biochemical, fluorescence polarization, single point | Mycobacterium tuberculosis FadD28 fatty-acid-AMP ligase | inhibition, % at 12.5 µM | 360,000 compounds, 0.22% hits | AID 588549, 2011; in the data active = inhibition above about 8.5%, passing the limit was not always enough; inconclusive = no clear call, values can overlap the other calls
BoNT-F LC inh = BoNT/F light chain protease inhibitors, primary screen, biochemical, flow cytometry, MLPCN library | Multiplex microsphere protease cleavage assay | Botulinum neurotoxin type F light chain protease (Clostridium botulinum) | 360,000 compounds, 0.22% hits | inhibition, % at 10 µM | AID 588497, 2011; in the data active = inhibition above about 35%, passing the limit was not always enough; inconclusive = no clear call, values can overlap the other calls; note: plate controls were buffer without enzyme for full effect and enzyme alone for no effect
Active calls of the source: *; ? = inconclusive; . = not tested or not shown; & = joins results of further samples. Cut-off read from the data, not from the text of the source, unless noted: active = inhibition above about 30%; inconclusive = no clear call, values can overlap the other calls; inactive = below that. Rows are unselected. About 4.7% of those tested had a hit in this group.

SMILES	UGM FP inh	Anthrax LF inh2	BioA inh	PfHsp40 yeast	FBA Mtb inh	GDH-TPI inh	BoNT A protease	FadD28 FP inh	BoNT-F LC inh
Cc1nc(S(=O)(=O)c2ccc(Br)cc2)nc2c1CCC2	-1.7	-9	.	1.4	-1	5	-0.1	-3.2	-3
CCOc1ccc(N(C)S(=O)(=O)c2ccc(C)c(C(=O)NCCc3ccc(OC)cc3)c2)cc1	.	1	-0.8	0.5	-2	-2	-2.6	-3.6	-10
COc1ccc(C(=S)N2CCCCCC2)cc1	1.7	4	.	-1.1	0	-4	4.1	-1.4	-13
O=S(=O)(NCc1ccc(Cl)cc1)c1cccc2cccnc12	-0.8	-13	.	-0.2	1	17	-3.2	-1.2	-18
CN1CCN(CC(=O)N2c3ccccc3C(C)(c3ccc(Cl)cc3)CC2(C)C)CC1 (configuration not stated)	-0.5	-2	.	1.8	0	6	0.4	-1.4	6
COc1cccc(N2CCN(C(=O)c3ccc(-c4ccccc4)cc3)CC2)c1	2.3	-1	-0.1	7.3	0	-1	-0.7	-2.8	-6
O=C(CSc1ncn[nH]1)Nc1ccccc1Sc1ccccc1	-0.8	-4	1.5	-0.3	0	10	?	-3.5	0
CCOC(=O)c1cnn(-c2ccccc2)c1NC(=O)CN1CCOCC1	0.7	.	.	-0.1	2	5	.	-1.7	.
O=C1CCCN1C(=O)c1cncc(Br)c1	0.7	-12	.	0.8	2	3	-0.5	0.5	-8
CCCCNC(=O)CN1C(=O)c2cccc(N)c2C1=O	.	0	.	-0.5	4	-3	0.2	-3.3	0
CN(CC(=O)Nc1ccncc1)S(=O)(=O)c1ccccc1	0.9	0	0.0	-1.0	-1	0	-0.4	-3.3	-12
CC12CC(NC(=O)N1c1cccc(C(=O)NCc3ccc4c(c3)OCO4)c1)c1cc(Cl)ccc1O2 (configuration not stated)	1.9	-7	-2.6	-0.2	-7	0	0.0	-3.2	-16
CCOC(=O)c1c(C)c(C(=O)Nc2ccc3c(c2)OCCO3)c(C)n1C	0.8	1	.	-0.4	-4	-7	?	-4.0	-12
Cc1onc(-c2ccccc2Cl)c1C(=O)Nc1nc2ccc(S(C)(=O)=O)cc2s1	0.9	-1	0.6	-0.1	5	26	-0.1	-5.2	0
COc1ccc(C(C)=O)c(Oc2ccc(S(=O)(=O)N3CCOCC3)cn2)c1	-1.5	-6	-3.1	-0.5	12	7	3.5	.	4
CC(C)(C)OC(=O)NCC1CCN(S(=O)(=O)Cc2ccccc2)CC1	0.7	2	-1.4	1.0	1	12	-1.5	-1.2	3
CCCNC(=O)NC(=O)CSc1ncc(C(F)(F)F)cc1Cl	2.3	-2	0.9	-0.9	-1	2	-2.3	-2.8	-12
CCN(CC)S(=O)(=O)c1cc(C(=O)Oc2cccc(-c3cnc4ccccc4n3)c2)ccc1OC	5.2	-2	.	-0.4	0	8	0.1	-3.1	-3
CSc1ncc(CO)n1Cc1ccccc1	0.1	1	.	0.2	1	-1	-2.4	-2.2	-5
COc1ccc(OC)c(S(=O)(=O)N(C(C)=O)c2ccc3oc(=O)sc3c2)c1	0.6	2	.	-0.2	3	8	0.7	-1.2	-6
CCOc1ccc(-n2c(C)cc(/C=N\NC(=O)CC(=O)NC3CCCCC3)c2C)cc1	-0.3	0	.	-0.7	4	3	0.5	-2.0	-1
Cc1ccc(C(=O)O/N=C/c2ccc3c(c2)OCO3)cc1	-1.1	1	3.6	-0.7	2	7	0.8	2.2	5
COc1cc(C)ccc1S(=O)(=O)N1CCN(C23CC4CC(CC(C4)C2)C3)CC1	0.1	-5	-1.3	0.9	-1	1	0.4	-3.8	-4
CCCCOC(=O)NC1CCc2cc(OC)c(OC)c(OC)c2-c2ccc(SC)c(=O)cc21 (configuration not stated)	.	-1	.	0.0	-4	13	1.0	-2.9	7
COC(=O)c1[nH]c2ccccc2c1NC(=O)CNC1CCCCC1	0.2	0	-0.2	-0.9	-1	-5	-0.2	-3.3	20
CC1CCC2(CC1)NC(=O)N(CC(=O)N1c3ccccc3CC1C)C2=O (configuration not stated)	4.2	-4	0.6	-2.1	0	-2	-0.9	-3.1	0
Cc1ccc(N)cc1NC(=O)CN1CCOCC1	-1.8	-7	-0.6	0.2	1	12	-2.7	1.9	-13
COc1ccc(NC(=O)CSc2nc3ccccc3c(=O)n2CCNC(C)=O)cc1	1.0	-14	-2.1	-0.3	4	5	-5.5	-0.6	-16
CC1CCCN(C2=C(NS(=O)(=O)c3ccc(Cl)cc3)C(=O)c3ccccc3C2=O)C1 (configuration not stated)	2.4	-3	.	2.5	-2	9	1.1	-1.5	4
CC(=O)OCC(=O)C1(O)CCC2C3CCC4=CC(=O)C=CC4(C)C3C(=O)CC21C (configuration not stated)	.	1	.	-0.2	-2	1	0.0	0.5	0
COc1ccc(C(=O)NCC2CCCN2S(=O)(=O)c2cccs2)cc1OC (configuration not stated)	0.3	-4	-0.4	0.8	3	6	7.3	-0.9	19
Cc1ccc(-c2nc3ccc(Br)cn3c2Cc2ccccc2C(F)(F)F)cc1	.	-5	-0.1	.	2	.	2.5	0.6	0
COCC(=O)N1CCC(Oc2ccc(C(=O)NCCCn3cccn3)cc2)CC1	3.7	-1	-0.8	-1.8	-3	-4	0.7	-0.9	2
O=C(COC(=O)c1cc(S(=O)(=O)N2CCOCC2)c(Cl)cc1Cl)NC1CC1	1.8	-5	0.7	-1.5	3	0	-1.1	-1.3	0
CN(Cc1ccccc1)C(=S)NC(=O)c1ccccc1	-2.5	-2	1.0	-0.5	-2	2	-0.3	-2.5	-2
O=C(NCc1csc(-c2ccccc2)n1)c1ccco1	2.0	7	0.0	-0.6	1	4	0.8	-5.3	2
CCCNC(=O)CSCc1nc(-c2ccc(SC)cc2)oc1C	0.2	-3	.	1.9	6	5	-0.4	-2.4	0
COC(=O)c1ccc(NC(=O)c2ccccc2N(C)S(C)(=O)=O)cc1	-1.0	-14	-0.4	1.3	1	0	0.3	-1.1	4
C[C@@H]1CN([C@@H](C)CO)C(=O)CCCn2nncc2CO[C@H]1CN(C)S(=O)(=O)c1ccccc1F	.	-3	-1.7&1.0	.	-1	-15	-0.3	-1.5	-3
O=C1CSC(c2cccs2)N1c1ccccc1 (configuration not stated)	-0.6	-9	-1.0	-1.4	0	1	0.3	1.2	-10
CCCCCSc1nc(O)cc(=O)[nH]1	2.0	0	0.2	-1.1	2	7	0.1	-3.2	-3
Cc1c(C)n(CCC#N)c2ccccc12	3.3	3	2.1	-1.6	10	1	1.4	-1.4	7
CC(C)C[C@H](NC(=O)OC(C)(C)C)C(=O)N1CCC(C(=O)N[C@@H](Cc2ccccc2)C(=O)O)CC1	-0.4	-6	.	-0.6	3	8	-1.3	-1.0	-9
COc1ccc(-c2cc(C(F)F)n3ncc(C(=O)N4CCCc5ccccc54)c3n2)cc1	0.7	-2	-1.3	-1.0	7	-6	0.5	-2.9	5
O=C(Nc1ncc(Cc2cccc(Cl)c2Cl)s1)C1CCCO1 (configuration not stated)	-2.1	-6	-3.3	0.5	2	15	0.4	-1.9	2
COc1ccc2ccccc2c1CN1CCSCC1	0.7	-16	1.6	-0.2	2	13	-42	-2.7	?
CN(C)S(=O)(=O)c1ccc2c(c1)nc(CCC(=O)NCc1ccc(Cl)cc1)n2C	0.2	-4	.	45*	6	5	-1.5	-4.5	-7
CCOC(=O)[C@H]1[C@H]2COc3cc(OC)ccc3[C@@H]2N2C(=O)c3cc(OC)ccc3NC(=O)[C@@]12C	-0.3	2	-0.2	1.0	0	7	0.0	-2.7	-3
Cc1noc(C)c1S(=O)(=O)NC(=O)C1(C)CCN1C(=O)c1ccc(C2CCCCC2)cc1 (configuration not stated)	.	-3	0.0	.	1	9	-0.3	-1.9	-2
Cc1cccc(C)c1NC(=O)CNC(=O)c1cccc(S(=O)(=O)NCc2cccs2)c1	-0.5	3	-1.9	-0.6	-2	-4	-0.4	-3.7	-4
COc1ccccc1NC(=O)CN(c1ccccc1OC)S(=O)(=O)c1ccccc1	0.3	10	-0.4	-2.3	1	-2	3.4	0.2	?
Cc1ccccc1NCC(=O)N=Nc1c(O)[nH]c2ccc([N+](=O)[O-])cc12	-2.1	0	-0.5	0.8	-3	36*	0.5	-1.3	-7
CN(C)C1=NC[C@H](Cc2ccccc2)N1CC1CCC(C(C)(C)C)CC1 (some centres not stated)	-0.8	-4	-0.3	0.0	3	9	-0.3	-2.2	-8
O=c1c2[nH]c3ccc(F)cc3c2ncn1CCN1CCN(Cc2ccccc2)CC1	-4.6	-1	0.2	1.5	2	-7	0.0	-2.8	-4
O=C1CCCc2nc3c(cc21)C(O)Oc1ccccc1-3 (configuration not stated)	0.2	12	-2.9	-0.4	18	26	-1.0	2.0	-3
N#Cc1cnn(-c2nc(SCc3ccccc3)nc3sc4c(c23)CCCC4)c1N	1.6	-4	-277	-0.6	0	2	0.3	-0.7	3
CC1(C(=O)NS(=O)(=O)c2cccc(OC(F)F)c2)CCN1C(=O)Cc1ccsc1 (configuration not stated)	.	-2	-0.6	.	-1	6	-0.2	-0.9	-7
Cc1cc(C)nc(SCCn2c(N3CC(C)OC(C)C3)nc3c2c(=O)n(C)c(=O)n3C)n1 (configuration not stated)	0.4	1	.	-1.4	2	-2	0.0	-2.4	-2
CCS(=O)(=O)c1ncc(Cl)c(C(=O)Nc2ccc(C)cc2)n1	-0.5	-7	-4.1	2.3	0	17	3.3	-3.3	9
Cc1[nH]c2ccc(OC(F)(F)F)cc2c1CCN1C(=O)c2ccc(C(=O)O)cc2C1=O	0.3	6	1.1	1.6	1	-8	4.1	2.9	-19

Given as labelled records: entries from further up
CCOc1ccc(-n2c(C)cc(/C=N\NC(=O)CC(=O)NC3CCCCC3)c2C)cc1
- UGM FP inh = -0.3
- Anthrax LF inh2 = 0
- BioA inh = .
- PfHsp40 yeast = -0.7
- FBA Mtb inh = 4
- GDH-TPI inh = 3
- BoNT A protease = 0.5
- FadD28 FP inh = -2.0
- BoNT-F LC inh = -1
CN1CCN(CC(=O)N2c3ccccc3C(C)(c3ccc(Cl)cc3)CC2(C)C)CC1 (configuration not stated)
- UGM FP inh = -0.5
- Anthrax LF inh2 = -2
- BioA inh = .
- PfHsp40 yeast = 1.8
- FBA Mtb inh = 0
- GDH-TPI inh = 6
- BoNT A protease = 0.4
- FadD28 FP inh = -1.4
- BoNT-F LC inh = 6
CSc1ncc(CO)n1Cc1ccccc1
- UGM FP inh = 0.1
- Anthrax LF inh2 = 1
- BioA inh = .
- PfHsp40 yeast = 0.2
- FBA Mtb inh = 1
- GDH-TPI inh = -1
- BoNT A protease = -2.4
- FadD28 FP inh = -2.2
- BoNT-F LC inh = -5

Following part.
SMILES	UGM FP inh	Anthrax LF inh2	BioA inh	PfHsp40 yeast	FBA Mtb inh	GDH-TPI inh	BoNT A protease	FadD28 FP inh	BoNT-F LC inh
CCn1c(CNC(=O)c2cccc(C)c2)nc2ccccc21	1.5	-1	3.2	0.7	1	-5	-0.1	-3.3	2
Cc1ccc2sc(C)[n+](CCC(C)S(=O)(=O)[O-])c2c1 (configuration not stated)	.	1	-0.1	0.6	-1	17	0.6	-1.3	2
C=C(C)Cn1c(SCC(=O)N/N=C/c2ccccc2OCC(=O)O)nnc1-c1ccc(Br)cc1	-1.8	-6	2.1	0.5	-1	11	-0.3	-4.4	-11
OC[C@@H]1CN(CCN2CCOCC2)C[C@H](n2cnc3c(NC4CCCC4)ncnc32)O1	.	0	0.4	.	5	5	0.1	-1.0	7
Clc1ccc(OCc2cnc(Cl)s2)cc1	0.6	0	.	0.8	3	-1	-0.1	-2.5	-5

From PubChem BioAssay
